HTR5A ag – HTR5A agonists in luminescence cell assay, primary screen, counter-screen for OPRM1-OPRD1 heterodimer agonist project, full-deck HTS | activation, % at 9.3 µM | 5-hydroxytryptamine receptor 5A (Homo sapiens), P47898 | cell-based | AID 504692, 2011 | hit rate 0.61% among 340,000; in the data active means activation mostly above about 9.5%, no sharp cut-off; inactive means mostly below about 7.6%;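 further: 0% = cells with vehicle only and 100% = reference agonist; strong numbers were not always called active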
Target sequence (P47898 whole entry, looked up): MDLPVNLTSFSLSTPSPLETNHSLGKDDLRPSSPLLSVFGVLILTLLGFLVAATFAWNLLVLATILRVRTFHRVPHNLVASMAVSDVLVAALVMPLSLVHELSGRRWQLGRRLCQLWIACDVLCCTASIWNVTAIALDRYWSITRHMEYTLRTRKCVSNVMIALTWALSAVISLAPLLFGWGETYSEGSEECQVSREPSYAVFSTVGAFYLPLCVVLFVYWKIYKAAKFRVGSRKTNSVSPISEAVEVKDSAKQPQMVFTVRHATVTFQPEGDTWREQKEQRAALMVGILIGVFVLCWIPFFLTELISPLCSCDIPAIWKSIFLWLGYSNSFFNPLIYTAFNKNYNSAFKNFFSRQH
PKA-R1A activ – activators of PKA-R1A holoenzyme, primary screen, biochemical, fluorescence polarization, Cy5-IP20, bovine R1A, mouse PKAc. cAMP-dependent protein kinase type I-alpha regulatory subunit (Bos taurus) + …. PKA-R1A dissociation; scaled: DMSO 0%, 113 µM cGMP 100%. activation, % at 11.4 µM. hit rate 0.083% among 340,000;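 active means percent activation above the mean of all tested compounds plus 3 SD, cut at about 19% in these data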;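 further: higher means more PKAc released from R1A so a rise in polarization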
Tat export inh – E. coli Tat export inhibitors, primary screen, MC4100, TorA-mCherry reporter, fluorescence, single point | inhibition, % at 10 µM | AID 488895, 2010 | hit rate 0.036% among 340,000;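 active means mean replicate inhibition at least 50% and at least half of replicates individually reaching 50%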;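 further: exported cargo escapes ClpAP degradation while cytoplasmic cargo is degraded and loses fluorescence; 0% = median of neutral control wells and 100% = median of NaSCN control wells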
HTR5A inv ctr – HTR5A inverse agonists in luminescence cell assay, primary screen, counter-screen for OPRM1-OPRD1 heterodimer inverse agonist project, full-deck HTS | 5-hydroxytryptamine receptor 5A (Homo sapiens), P47898 | HTR5A cell line, inverse agonism | inhibition, % at 9.3 µM | hit rate 0.083% among 340,000; in the data active means inhibition mostly above about 23%, no sharp cut-off; inactive means mostly below about 18%;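 further: 0% = cells with DMSO and 100% = no-cell wells with DMSO; some compounds called inactive have numbers as strong as hits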
CDK5 p35 inh – inhibitors of human CDK5/p35 kinase, primary screen, biochemical, single concentration. Cyclin-dependent kinase 5 (Homo sapiens) + Cyclin-dependent kinase 5 activator 1 (Homo …. Recombinant CDK5/p35, ADP-Glo luminescence, 60 min. inhibition, % at 10 µM. hit rate 0.01% among 330,000. AID 488839, 2010;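 active means highest replicate inhibition of at least 50% and at least 75% of replicates reaching 50%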;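 further: plate controls were DMSO neutral control for no effect and GW8510 at 10 µM for full effect; many of its hits are not listed in these tables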
Mot1-301 SUMO – yeast Mot1-301 growth rescue at high temperature, primary screen, SUMOylation pathway inhibitor project, S. cerevisiae, ATP luminescence, 38.5C | S. cerevisiae Mot1-301 growth rescue; percent above DMSO median, 100 means doubled | growth rescue, % at 18.8 µM | hit rate 1% among 320,000 | AID 2716, 2010;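 active means every valid replicate shows activation above 250% relative to neutral control wells; inactive means the rest, any valid replicate at or below 250%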;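 further: OY570 slx delta 5 strain wells were the positive control but not used for scaling; some compounds called inactive have numbers as strong as hits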
DAGLB inhibitor – DAGLB lipase inhibitors, primary screen, biochemical, fluorescence, HTS; Diacylglycerol lipase-beta (Homo sapiens), Q8NCG7; HEK293T DAGLB membrane lysate, EnzChek fluorogenic substrate; inhibition, % at 5.17 µM; hit rate 0.059% among 340,000; AID 504411, 2011; in the data active means inhibition above about 34%;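 further: 0% = enzyme with vehicle and 100% = wells lacking enzyme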
Target sequence (Q8NCG7 whole entry, looked up): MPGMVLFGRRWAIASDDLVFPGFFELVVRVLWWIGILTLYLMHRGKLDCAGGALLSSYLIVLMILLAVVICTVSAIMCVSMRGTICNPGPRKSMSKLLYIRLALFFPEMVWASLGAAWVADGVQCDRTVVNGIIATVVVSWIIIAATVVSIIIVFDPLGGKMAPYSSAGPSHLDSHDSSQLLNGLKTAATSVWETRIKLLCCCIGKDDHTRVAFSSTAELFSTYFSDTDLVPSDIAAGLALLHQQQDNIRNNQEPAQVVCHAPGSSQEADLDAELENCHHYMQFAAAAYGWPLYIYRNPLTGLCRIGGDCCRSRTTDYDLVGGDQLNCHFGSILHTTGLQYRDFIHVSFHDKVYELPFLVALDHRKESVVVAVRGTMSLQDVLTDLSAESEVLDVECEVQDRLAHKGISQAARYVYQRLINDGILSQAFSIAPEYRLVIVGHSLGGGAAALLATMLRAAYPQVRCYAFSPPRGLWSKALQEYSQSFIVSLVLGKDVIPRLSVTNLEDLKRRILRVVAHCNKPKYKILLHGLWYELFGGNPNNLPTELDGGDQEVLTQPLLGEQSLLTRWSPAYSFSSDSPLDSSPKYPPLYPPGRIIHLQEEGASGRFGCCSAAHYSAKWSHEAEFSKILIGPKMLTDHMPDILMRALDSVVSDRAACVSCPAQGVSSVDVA
PKA-R2B act – activators of PKA-R2B holoenzyme, primary screen, biochemical, fluorescence polarization, Cy5-IP20, human; PKA-R2B holoenzyme dissociation; R2B truncated from residue 108, S112A mutant; 0% DMSO only, 100% 113 µM cGMP; activation, % at 11.4 µM; hit rate 0.079% among 340,000; AID 504700, 2011;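 active means activation above a cutoff set at the mean over all compounds plus 3 SD, cut at about 18% in these data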;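 further: higher means more holoenzyme dissociation and a rise in polarization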
E coli growth – E. coli V3065 growth inhibition, primary screen, counter-screen for AddAB inhibitor project, absorbance, OD600. inhibition, % at 11.9 µM. hit rate 0.27% among 330,000. 18 h. AID 449728, 2010;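 active means inhibition above the campaign's mean inhibition across all tested compounds plus 3 SD, cut at about 9.9% in these data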;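 further: uninfected addAB+ strain grown without phage in ampicillin broth; 0% = DMSO wells and 100% = ciprofloxacin 0.95 µg/ml wells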
AddAB inh – growth inhibition of E. coli expressing H. pylori AddAB, primary screen, AddAB inhibitor project, absorbance | inhibition, % at 11.9 µM | hit rate 0.29% among 330,000 | AID 435030, 2010; in the data active means inhibition above about 12%;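 further: 0% = vehicle wells of infected cells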
phage Ecoli inh – growth loss of phage-infected E. coli, primary screen, RecBCD inhibitor project, absorbance, with phage, HTS; hit rate 0.26% among 360,000; inhibition, % at 11.9 µM; in the data active means inhibition above about 11%
* hit, by the source's call. The order is random; overall some 2.3% were active at least once.

`Cc1ccccc1OCc1nnc2c3cnn(C)c3ncn12` gave HTR5A ag -1, PKA-R1A activ -2, Tat export inh 2, HTR5A inv ctr 3, CDK5 p35 inh -0.2, Mot1-301 SUMO -12, DAGLB inhibitor -5, PKA-R2B act 6, E coli growth 0.3, AddAB inh 2.0 and phage Ecoli inh -3.0.
CCOC(=O)C1(C(F)(F)F)N=C(c2cccnc2)OC(N2CCCCC2)=N1 (stereo not given) was read as HTR5A ag 2, PKA-R1A activ -4, Tat export inh -1, HTR5A inv ctr -9, CDK5 p35 inh 3.2, Mot1-301 SUMO -10, DAGLB inhibitor -2, PKA-R2B act -1, E coli growth -0.3, AddAB inh 3.8 and phage Ecoli inh 2.4.
COc1cccc(CNc2ccc([N+](=O)[O-])cc2C)c1 was read as HTR5A ag 0, PKA-R1A activ -8, Tat export inh 4, HTR5A inv ctr 0, CDK5 p35 inh -2.3, Mot1-301 SUMO 6, DAGLB inhibitor -3, PKA-R2B act -1, E coli growth 2.5, AddAB inh -0.1 and phage Ecoli inh 3.0.
O=C(c1ccc(Nc2cccc(C(F)(F)F)c2)nc1)N1CCCC1 was read as HTR5A ag 1, PKA-R1A activ 4, Tat export inh 13, HTR5A inv ctr 14, CDK5 p35 inh 5.7, Mot1-301 SUMO -17, DAGLB inhibitor 0, PKA-R2B act -13, E coli growth -0.7, AddAB inh 0.4 and phage Ecoli inh -1.2.
For CN(C)c1nc(N)c2ncc(=S)[nH]c2n1 the results were HTR5A ag 0, PKA-R1A activ 13, Tat export inh -6, HTR5A inv ctr 1, CDK5 p35 inh 2.5, Mot1-301 SUMO -11, DAGLB inhibitor -1, PKA-R2B act 2, E coli growth -2.4, AddAB inh 1.4 and phage Ecoli inh 3.4.
COCCN(Cc1cc2cc3c(cc2nc1Cl)OCO3)C(=O)c1ccc(C)cc1 was read as HTR5A ag 3, PKA-R1A activ -6, Tat export inh 3, HTR5A inv ctr -1, CDK5 p35 inh -1.2, Mot1-301 SUMO -14, DAGLB inhibitor -3, PKA-R2B act -7, E coli growth 1.4, AddAB inh -2.1 and phage Ecoli inh 2.6.
COC(=O)c1cc(-n2cccc2)ccc1N1CCOCC1 was read as HTR5A ag 0, PKA-R1A activ -6, Tat export inh 5, HTR5A inv ctr 17, CDK5 p35 inh -1.2, Mot1-301 SUMO -11, DAGLB inhibitor 0, PKA-R2B act -3, E coli growth -0.1, AddAB inh 2.4 and phage Ecoli inh 2.5.
For CCOC(=O)Nc1ccc2c(c1)N(C(=O)CCN(CC)CC)c1ccccc1S2=O (stereo not given) the results were HTR5A ag -2, PKA-R1A activ 0, Tat export inh 5, HTR5A inv ctr 6, CDK5 p35 inh 1.2, Mot1-301 SUMO 175, DAGLB inhibitor 1, PKA-R2B act 16, E coli growth 0.3, AddAB inh 4.8 and phage Ecoli inh 1.2.
Screening COC(CNC(=O)Cc1c(C)nc2c(-c3ccccc3)c(C)nn2c1C)OC returned HTR5A ag 1, PKA-R1A activ 6, Tat export inh -3, HTR5A inv ctr -23, CDK5 p35 inh -5.3, Mot1-301 SUMO 50, DAGLB inhibitor 1, PKA-R2B act -8, E coli growth 1.9, AddAB inh -2.2 and phage Ecoli inh 5.2.
`CC(NC(=O)C(Cc1ccccc1)n1cccc1)c1ccccc1` (stereo not given) gave HTR5A ag 1, PKA-R1A activ 3, Tat export inh -5, HTR5A inv ctr 3, CDK5 p35 inh 1.1, Mot1-301 SUMO -10, DAGLB inhibitor -13, PKA-R2B act -1, E coli growth -1.1, AddAB inh -0.7 and phage Ecoli inh 0.0.
COc1ccc(S(=O)(=O)N2CCN(C(=O)CCNC(=O)c3ccccc3Cl)CC2)cc1 was read as HTR5A ag -4, PKA-R1A activ 0, Tat export inh 6, HTR5A inv ctr 0, CDK5 p35 inh -2.1, Mot1-301 SUMO 6, DAGLB inhibitor -3, PKA-R2B act -1, E coli growth -4.7, AddAB inh 0.8 and phage Ecoli inh 5.8.
`N#CCc1nn(Cc2ccc(F)cc2)c(=O)c2ccccc12` gave HTR5A ag -2, PKA-R1A activ -3, Tat export inh 5, HTR5A inv ctr 8, CDK5 p35 inh 0.7, Mot1-301 SUMO 6, DAGLB inhibitor -4, PKA-R2B act -5, E coli growth 0.0, AddAB inh -1.4 and phage Ecoli inh 4.0.
Screening CC(=O)c1c(C)[nH]c(C)c1C(C)=O returned HTR5A ag 6, PKA-R1A activ -2, Tat export inh 22, HTR5A inv ctr 5, CDK5 p35 inh -1.4, Mot1-301 SUMO 393, DAGLB inhibitor 2, PKA-R2B act -17, E coli growth 1.7, AddAB inh 2.2 and phage Ecoli inh 0.1.
Screening C=CCSc1nnc(NC(=O)c2cccc(S(=O)(=O)N3CCOCC3)c2)s1 returned HTR5A ag 4, PKA-R1A activ 0, Tat export inh -6, HTR5A inv ctr -8, CDK5 p35 inh -0.5, Mot1-301 SUMO -4, DAGLB inhibitor 4, PKA-R2B act -8, E coli growth -2.4, AddAB inh -0.9 and phage Ecoli inh 2.4.
For O=C(Nc1cccc(F)c1)NC1(C(=O)N2CCC(O)CC2)CCCCC1 the results were HTR5A ag 5, PKA-R1A activ 7, Tat export inh 7, HTR5A inv ctr -13, CDK5 p35 inh 0.2, Mot1-301 SUMO -4, DAGLB inhibitor 0, PKA-R2B act 2, E coli growth -0.4, AddAB inh -0.3 and phage Ecoli inh 0.3.
CN1CCC(=O)N([C@H](CSc2ccc(Br)cc2)Cc2ccccc2)CC1 was read as HTR5A ag -2, PKA-R1A activ 0, Tat export inh -1, HTR5A inv ctr 6, CDK5 p35 inh -0.2, Mot1-301 SUMO 4, DAGLB inhibitor 0, PKA-R2B act 2, E coli growth -2.4, AddAB inh 0.2 and phage Ecoli inh 1.4.
`COc1cccc(-n2cc3c(c2-c2ccccc2)c(=O)n(C)c(=O)n3C)c1` gave HTR5A ag 2, PKA-R1A activ 2, Tat export inh -8, HTR5A inv ctr -3, CDK5 p35 inh 1.0, Mot1-301 SUMO -17, DAGLB inhibitor -3, PKA-R2B act 0, E coli growth 2.5, AddAB inh 2.6 and phage Ecoli inh 1.2.
`COc1ccc(N=C2SC(C(N)=O)CC(=O)N2Cc2ccc3c(c2)OCO3)cc1` (stereo not given) gave HTR5A ag -5, PKA-R1A activ 3, Tat export inh -4, HTR5A inv ctr -13, CDK5 p35 inh -3.7, Mot1-301 SUMO -8, DAGLB inhibitor -1, PKA-R2B act -4, E coli growth 0.2, AddAB inh 0.0 and phage Ecoli inh 2.8.
C=CCNCCCOc1ccc(Cl)cc1Br was read as HTR5A ag 3, PKA-R1A activ 0, Tat export inh 2, HTR5A inv ctr -8, CDK5 p35 inh -0.3, Mot1-301 SUMO -4, DAGLB inhibitor -2, PKA-R2B act 1, E coli growth 1.4, AddAB inh 2.3 and phage Ecoli inh 7.1.
`N#C/C(=C/c1ccc(O)c([N+](=O)[O-])c1)C(=O)Nc1ccccc1` gave HTR5A ag -3, PKA-R1A activ -9, Tat export inh 0, HTR5A inv ctr -3, CDK5 p35 inh 1.1, Mot1-301 SUMO -10, DAGLB inhibitor 9, PKA-R2B act -7, E coli growth -0.7, AddAB inh 0.5 and phage Ecoli inh 1.4.
For O=C(c1ccco1)N1CCN(CC(=O)N2c3ccccc3CCc3ccccc32)CC1 the results were HTR5A ag -4, PKA-R1A activ -8, Tat export inh 4, HTR5A inv ctr -10, CDK5 p35 inh -2.0, Mot1-301 SUMO 368*, DAGLB inhibitor 0, PKA-R2B act -9, E coli growth -1.1, AddAB inh -0.2 and phage Ecoli inh 1.3.
Screening O=C(O)Cn1c(SCc2cccc3ccccc23)nc2ccccc21 returned HTR5A ag 3, PKA-R1A activ -8, Tat export inh -2, HTR5A inv ctr 4, CDK5 p35 inh -0.6, Mot1-301 SUMO 72, DAGLB inhibitor 3, PKA-R2B act -5, E coli growth -0.4, AddAB inh -0.3 and phage Ecoli inh -1.0.
Screening Cc1ccc2ccccc2c1CSc1nc(N)nc2c1ncn2CC(C)C returned HTR5A ag 15*, PKA-R1A activ -6, Tat export inh 8, HTR5A inv ctr -58, CDK5 p35 inh 1.3, DAGLB inhibitor -2, PKA-R2B act -8 and phage Ecoli inh 4.2.
N#CC1(NC(=O)COC(=O)C2=COCCO2)CCCCC1 was read as HTR5A ag 4, PKA-R1A activ -2, Tat export inh -7, HTR5A inv ctr -15, CDK5 p35 inh 0.3, Mot1-301 SUMO 8, DAGLB inhibitor -7, PKA-R2B act -1, E coli growth 0.2, AddAB inh 1.1 and phage Ecoli inh 2.0.
O=C(CSc1nc(-c2ccccc2)nn1C(=O)c1ccccc1)Nc1cccc([N+](=O)[O-])c1 was read as HTR5A ag 0, PKA-R1A activ -5, Tat export inh -6, HTR5A inv ctr -1, CDK5 p35 inh 0.5, Mot1-301 SUMO -7, DAGLB inhibitor 0, PKA-R2B act -3, E coli growth 0.3, AddAB inh 3.5 and phage Ecoli inh -2.2.
`O=C(NCc1nc2ccccc2[nH]1)C1=C[C@H](c2coc3ccccc3c2=O)C[C@H](OCc2ccc(CO)cc2)O1` gave HTR5A ag 3, PKA-R1A activ 4, Tat export inh 4, HTR5A inv ctr -1, CDK5 p35 inh 1.2, Mot1-301 SUMO -10, DAGLB inhibitor -1, PKA-R2B act 1, E coli growth -2.4, AddAB inh 5.3 and phage Ecoli inh 1.6.
`CN(Cc1ccccn1)Cc1nc(COc2ccccc2)no1` gave HTR5A ag -1, PKA-R1A activ -6, Tat export inh -4, HTR5A inv ctr -35, CDK5 p35 inh 1.5, Mot1-301 SUMO -4, DAGLB inhibitor -3, PKA-R2B act 1, E coli growth 0.1, AddAB inh -1.0 and phage Ecoli inh -0.6.

2 successive entries already listed, for reference:
`O=C(NCc1nc2ccccc2[nH]1)C1=C[C@H](c2coc3ccccc3c2=O)C[C@H](OCc2ccc(CO)cc2)O1` gave HTR5A ag 3, PKA-R1A activ 4, Tat export inh 4, HTR5A inv ctr -1, CDK5 p35 inh 1.2, Mot1-301 SUMO -10, DAGLB inhibitor -1, PKA-R2B act 1, E coli growth -2.4, AddAB inh 5.3 and phage Ecoli inh 1.6.
`CN(Cc1ccccn1)Cc1nc(COc2ccccc2)no1` gave HTR5A ag -1, PKA-R1A activ -6, Tat export inh -4, HTR5A inv ctr -35, CDK5 p35 inh 1.5, Mot1-301 SUMO -4, DAGLB inhibitor -3, PKA-R2B act 1, E coli growth 0.1, AddAB inh -1.0 and phage Ecoli inh -0.6.
